PAFAH1B2 inh – PAFAH1B2 enzyme inhibitors, primary screen, biochemical, fluorescence polarization, human. Platelet-activating factor acetylhydrolase IB subunit alpha2 (Homo sapiens), P68402. recombinant PAFAH1B2, FP-rhodamine activity probe. inhibition, % at 3.39 µM. actives 1.2% (n = 340,000). AID 492953, 2010;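 active = inhibition above the mean of all tested compounds plus 3 SD, cut at about 24% in these data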;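 note: 0% = enzyme with DMSO and 100% = wells lacking PAFAH1B2; many of its hits are not listed in these tables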
Target sequence (P68402 whole entry, looked up): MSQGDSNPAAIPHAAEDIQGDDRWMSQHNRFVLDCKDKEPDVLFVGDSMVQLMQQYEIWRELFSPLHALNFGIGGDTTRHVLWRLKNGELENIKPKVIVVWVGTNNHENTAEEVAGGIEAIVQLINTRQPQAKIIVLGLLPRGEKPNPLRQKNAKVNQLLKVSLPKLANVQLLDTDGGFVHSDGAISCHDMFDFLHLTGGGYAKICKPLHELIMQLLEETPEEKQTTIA
PAFAH1B3 FP inh – PAFAH1B3 enzyme inhibitors, primary screen, biochemical, fluorescence polarization, human; inhibition, % at 3.39 µM; Platelet-activating factor acetylhydrolase IB subunit alpha1 (Homo sapiens), Q15102; actives 0.28% (n = 340,000); AID 492972, 2010; recombinant PAFAH1B3, FP-rhodamine probe;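 active = inhibition above the screen-wide average of all tested compounds plus 3 SD, cut at about 25% in these data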;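 note: 0% = enzyme with DMSO only and 100% = wells lacking PAFAH1B3 protein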
Target sequence (Q15102 whole entry, looked up): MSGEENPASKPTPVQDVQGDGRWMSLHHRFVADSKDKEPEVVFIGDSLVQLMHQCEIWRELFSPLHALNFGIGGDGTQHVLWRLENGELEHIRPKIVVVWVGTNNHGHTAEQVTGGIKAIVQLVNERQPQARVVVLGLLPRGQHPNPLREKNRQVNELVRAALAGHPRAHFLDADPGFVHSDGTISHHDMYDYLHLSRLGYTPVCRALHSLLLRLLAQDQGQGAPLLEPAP
PAFAH2 inh – PAFAH2 enzyme inhibitors, primary screen, biochemical, fluorescence polarization, human; inhibition, % at 3.39 µM; recombinant PAFAH2, FP-rhodamine activity probe; actives 0.99% (n = 340,000); Platelet-activating factor acetylhydrolase 2, cytoplasmic (Homo sapiens), Q99487;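 active = inhibition above the mean over all tested compounds plus 3 SD, cut at about 30% in these data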;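 note: inhibitors block probe labeling of enzyme so polarization drops; 0% = enzyme with DMSO and 100% = wells lacking PAFAH2 protein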
Numbers without * were called inactive. This is a subset; rates above refer to the full screens.

PAFAH2 inh | PAFAH1B3 FP inh | PAFAH1B2 inh | Compound
2 | 7 | 6 | O=C(NCc1ccco1)c1cc(S(=O)(=O)N2CCOCC2)c(Cl)cc1Cl
2 | 14 | 0 | O=C(Cc1cccc(NC(=O)C2CCCN(C(=O)C3CCCC3)C2)c1)Nc1cccc(C(=O)N2CCOCC2)c1 (configuration not stated)
3 | 1 | 7 | CCC1=NN2C(=N)/C(=C\c3cccn3-c3ccc(Br)cc3)C(=O)N=C2S1
-3 | 5 | -4 | C#CCOCCOCCOCCNc1nc(N2CCOCC2)nc(N2CCN(C(=O)[C@H](CCCCN)n3cc(CCC(=O)O)nn3)CC2)n1
0 | 1 | 3 | CN1CCN(c2ccc(S(=O)(=O)N3CCOCC3)cc2NC(=O)C2CCCCC2)CC1
-8 | -2 | -3 | COc1cc(/C=C2\CCC(C)C3=C(c4cc(OC)c(OC)c(OC)c4)C(C#N)=C(N)OC32)cc(OC)c1OC (configuration not stated)
-4 | -1 | 3 | COc1cc(/C=N\NC(=O)c2ccc(-c3ccccc3)cc2)ccc1OCC(N)=O
-1 | 4 | 3 | O=C(Nc1ccc(Cl)c(Cl)c1)N1N=CCC1c1ccccc1 (configuration not stated)
0 | -4 | -1 | COc1ccccc1/C=C/C(=O)OCC(=O)N1CCN(S(=O)(=O)c2ccc(C)cc2C)CC1
-8 | 6 | 2 | CC(C)C[C@@H](CN)NC(=O)c1nc[nH]c1C(=O)N[C@@H](CC(=O)O)C(=O)CNC[C@H](C)NC(=O)c1nc[nH]c1C(=O)N[C@@H](CC(=O)O)C(=O)O
6 | 4 | 5 | Cn1c(SSc2ccc(-c3cccnc3)n2C)ccc1-c1cccnc1
8 | 3 | 3 | O=[N+]([O-])c1cc([N+](=O)[O-])c2nonc2c1Nc1ccccc1O
-3 | -4 | -4 | Nc1c(Br)cc(Br)c2c1-c1ccc([N+](=O)[O-])cc1C2
-2 | 7 | 12 | O=C(Nc1ccn(CCCNCc2ccc3[nH]ccc3c2)c(=O)n1)OCc1ccccc1
-14 | -8 | -5 | CC(C)(C)OC(=O)N(CCc1ccccc1)Cc1ccc(OCc2cccc(NC(=O)C3CC3)c2)cc1
-3 | 7 | 4 | C/C(=N/NC(=O)C1CCCN1C(=O)c1ccc([N+](=O)[O-])cc1)c1ccc(Br)cc1 (configuration not stated)
2 | -2 | 42* | CCC(C)c1c(N)n(S(=O)(=O)c2ccc(C)cc2)oc1=O (configuration not stated)
6 | -2 | 1 | O=S1c2ccccc2Oc2ccccc21
4 | 7 | 5 | COc1ccc(-c2cc(=O)c3c(O)c(OC)c(OC)c(OC)c3o2)cc1
-6 | 5 | 1 | CC(C)CC(=O)NC(=S)Nc1cccc2nsnc12
7 | 10 | 4 | Cc1ccc(C(=O)NC(=S)NNC(=O)c2cccc([N+](=O)[O-])c2)cc1
12 | 2 | 7 | NCCN1CCN(CCN)CC1
0 | 4 | 3 | COc1cc([N+](=O)[O-])c2nc(C(=O)O)ccc2c1
4 | 4 | -2 | CCOc1ccccc1NC(=S)NC(=O)CCc1ccccc1
2 | 5 | 9 | O=C(NCCCC1CCCC1)C1CCC(=O)N(Cc2cccc(C(F)(F)F)c2)C1 (configuration not stated)

The final two compounds of the part before are carried over, then new ones follow.
PAFAH2 inh | PAFAH1B3 FP inh | PAFAH1B2 inh | Compound
4 | 4 | -2 | CCOc1ccccc1NC(=S)NC(=O)CCc1ccccc1
2 | 5 | 9 | O=C(NCCCC1CCCC1)C1CCC(=O)N(Cc2cccc(C(F)(F)F)c2)C1 (configuration not stated)
0 | -1 | 2 | COc1ccc(Cn2nnnc2C(c2ccccc2Cl)N2CCN(C3CCCC3)CC2)cc1 (configuration not stated)
0 | 0 | 22 | O=C(Cc1c[nH]c2ccccc12)N1CCN(S(=O)(=O)c2ccc(Cl)cc2)CC1
18 | 2 | 4 | Cc1ccc(S(=O)(=O)Nc2ccc3cc([N+](=O)[O-])ccc3c2[N+](=O)[O-])cc1
2 | 6 | 5 | CC(O)CN(Cc1cccc(Cl)c1)CC(C)O (configuration not stated)
6 | 8 | 1 | COc1ccc(CN2CCC(C)CC2)cc1OCc1ccccc1
-2 | 5 | 4 | CC(=O)Nc1c(Br)cc2c(c1Br)Cc1cc(Br)ccc1-2
-8 | 3 | 0 | O=C(Nc1c[nH]c(=O)[nH]c1=O)c1ccccc1Cl
2 | -1 | -1 | O=S(=O)(c1cccc2ccccc12)N1CCC2CC1c1cc(-c3ccc(F)cc3)ccc12 (configuration not stated)
6 | 13 | 3 | Cc1cc(C(=O)CN2C(=O)NC3(CCCCCC3)C2=O)c(C)n1C
3 | 1 | 5 | COc1ccc(NC(=O)CN(C)C(=O)c2ccccc2OC)cc1
-1 | 7 | 7 | Cc1cc(OCC(=O)NNC(=O)c2cnccn2)cc(C)c1Cl
-10 | 12 | 4 | O=C(Cn1cc(COc2ccc3ccc(=O)oc3c2)nn1)c1ccc(O)cc1
0 | -1 | 6 | COC(=O)c1ccc(CNC(=O)C2CCC(=O)N(CCN3CCOCC3)C2)cc1 (configuration not stated)
4 | 10 | 3 | Cn1c(=O)c2c(nc(C(O)c3ccccc3)n2C)n(C)c1=O (configuration not stated)
-30 | -8 | -5 | COc1ccccc1NS(=O)(=O)c1cc(NC(=O)c2cccc(S(=O)(=O)N(C)C)c2)ccc1N1CCOCC1
40* | -7 | 0 | COc1cc(OC)c(N(C)S(=O)(=O)c2cccc(C(=O)OCC(=O)N(C)C3CCCCC3)c2)cc1Cl
-1 | 0 | 2 | CC(C)(C)NC(=S)NC(C)(C)C
6 | 11 | 3 | CCC(C)n1c(C)cc(=O)n1C(C)CC (configuration not stated)
-9 | 13 | -2 | Cc1ccc(C(=O)NNC(=O)c2cccc3ccccc23)cc1
62* | 46* | 59* | COc1cccc2c1C(=O)c1c(O)c3c(c(O)c1C2=O)CC(O)(C(C)=O)CC3OC1CC(N(C)C)C(O)C(C)O1 (configuration not stated)
1 | 4 | 12 | COc1cc(/C=N/NC(=O)c2ccc(NC(=O)C3CCCCC3)cc2)ccc1O
6 | 7 | 8 | Cn1nc(C(=O)OCC(=O)N(Cc2ccccc2)C(C)(C)C)c2ccccc2c1=O
-4 | 1 | -6 | O=C(c1ccc(Cl)cc1)c1cnc(-c2ccccc2)s1
6 | -8 | 1 | O=c1[nH]c2c(oc3ccccc32)c(=O)n1Cc1ccccc1
-3 | 14 | 2 | CCOC(=O)C1CCCN(CCC(=O)Nc2ccc(Br)c(C)c2)C1 (configuration not stated)

Whole records, looked up by structure.
Results for CC(=O)Nc1c(Br)cc2c(c1Br)Cc1cc(Br)ccc1-2 = PAFAH2 inh = -2; PAFAH1B3 FP inh = 5; PAFAH1B2 inh = 4
Results for O=C(Cn1cc(COc2ccc3ccc(=O)oc3c2)nn1)c1ccc(O)cc1 = PAFAH2 inh = -10; PAFAH1B3 FP inh = 12; PAFAH1B2 inh = 4
Results for O=S(=O)(c1cccc2ccccc12)N1CCC2CC1c1cc(-c3ccc(F)cc3)ccc12 (configuration not stated) = PAFAH2 inh = 2; PAFAH1B3 FP inh = -1; PAFAH1B2 inh = -1

(next part)
PAFAH2 inh | PAFAH1B3 FP inh | PAFAH1B2 inh | Compound
-6 | 0 | 0 | Cc1cccc(C)c1OC(=O)c1ccccc1
2 | 5 | 5 | O=C(COc1ccccc1)NCC(=O)N1CCCC(C(F)(F)F)C1 (configuration not stated)
3 | 4 | -1 | c1ccc2c(c1)c1c(c3ccccc32)CN2CCCC2C1 (configuration not stated)
-1 | 4 | 6 | CN(C)c1ccc(CSc2ccccc2)cc1
9 | 6 | 6 | CN1C[C@@H]2[C@@H]3C(=O)N(Cc4ccccc4)C(=O)[C@@H]3[C@](Cc3ccccc3)(C1=O)N2C(=O)c1ccc(Cl)c(Cl)c1
5 | 6 | 7 | COc1ccccc1N1CCN(C(=O)[C@H](C)NS(=O)(=O)c2ccc3c(c2)OCCCO3)CC1
-1 | 3 | 0 | O=C(CCCl)N1c2ccccc2C=Cc2ccccc21
-3 | 0 | 2 | COc1ccc(Cl)cc1NC(=O)C1CCCN(S(=O)(=O)c2cccc3nonc23)C1 (configuration not stated)
-9 | 5 | 2 | O=C(N/N=C/c1ccoc1)c1ccc([N+](=O)[O-])cc1
0 | 15 | 16 | O=C(COc1ccc(Cl)cc1)OCc1ccc(Cl)cc1
-2 | 2 | 9 | CC1=C2C3OC(=O)C(C)C3CCC2(C)C=CC1=NO (configuration not stated)
24 | 15 | 13 | O=C(O)c1ccccc1NS(=O)(=O)c1cccc(N=Nc2c(O)[nH]c(=S)[nH]c2=O)c1
-3 | 2 | -4 | O=C(COC(=O)c1cc[n+]([O-])cc1)Nc1cccc(Br)c1
1 | 0 | -1 | Nc1cc2c(cc1Cl)-c1ccc(Cl)cc1C2=O
4 | 1 | -3 | CCCCCn1c(=O)[nH]c2cc(C(=O)N3CCN(c4ccc(F)cc4)CC3)ccc2c1=O
-5 | -2 | 8 | Cc1cc(Br)ccc1SCC(=O)OCC(O)=C(C#N)c1nc2ccccc2[nH]1
-2 | 8 | 2 | CC(=NO)C1CCC2C3CCC4CC(=NO)CCC4(C)C3C(C)(O)CC12C (configuration not stated)
10 | 3 | -4 | CCc1c(C)nc2cc(-c3cccs3)[nH]n2c1=O
2 | -1 | 2 | Cc1ccc(C)c(NC(=O)CN(C)C(=O)c2cccc(S(=O)(=O)N3CCCC3)c2)c1
0 | 6 | 2 | O=C(c1ccc(-c2ccccc2Cl)o1)N1CCCCCCC1
-7 | 10 | 3 | Cc1cn(CC(=O)NCCc2ccccn2)c(=O)[nH]c1=O
7 | 7 | 6 | COc1cc(OC)c(C=NNC(=S)NC23CC4CC(CC(C4)C2)C3)c(OC)c1
0 | 5 | 4 | O=C(Cc1cccs1)NCc1cccc(Cl)c1
3 | 6 | -3 | COc1ccccc1OCCNC(=O)c1ccc(NC(=O)CC2SC(N3CCCC3)=NC2=O)cc1 (configuration not stated)
-11 | 7 | -3 | COc1ccc(Nc2nc(N3CCOCC3)nc(N3CCOCC3)n2)cc1

Among those listed so far, these contain two or more sulfur atoms:
PAFAH2 inh | PAFAH1B3 FP inh | PAFAH1B2 inh | Compound
6 | 4 | 5 | Cn1c(SSc2ccc(-c3cccnc3)n2C)ccc1-c1cccnc1
-6 | 5 | 1 | CC(C)CC(=O)NC(=S)Nc1cccc2nsnc12
-30 | -8 | -5 | COc1ccccc1NS(=O)(=O)c1cc(NC(=O)c2cccc(S(=O)(=O)N(C)C)c2)ccc1N1CCOCC1
24 | 15 | 13 | O=C(O)c1ccccc1NS(=O)(=O)c1cccc(N=Nc2c(O)[nH]c(=S)[nH]c2=O)c1

Next section
PAFAH2 inh | PAFAH1B3 FP inh | PAFAH1B2 inh | Compound
7 | 2 | 0 | Cc1ccccc1C(N)=O
-4 | 1 | 6 | COc1ccc(NC(=O)NC2(C)CCS(=O)(=O)C2)cc1 (configuration not stated)
-1 | -2 | 0 | C/C(=N\NC(=O)Cc1c(F)cccc1Cl)c1cccnc1
-3 | 5 | 5 | Cc1cnc(NC(=O)c2cc(-c3ccccc3)nn2-c2ccccc2)s1
-2 | 1 | 1 | COc1ccc(C(=O)COC(=O)c2n[nH]c3ccccc23)c(OC)c1
2 | 5 | -2 | CCC(=Nc1ccc(Cc2ccncc2)cc1)c1c(O)n(C)c(=O)n(C)c1=O
8 | 6 | 5 | CSC(=NS(=O)(=O)c1ccc(N)cc1)NS(=O)(=O)c1cccs1
0 | 0 | 4 | CC(Sc1nc2ccccc2c(=O)n1CCCN1CCOCC1)C(=O)N1CCc2ccccc21 (configuration not stated)
1 | 0 | -1 | CCCC(=O)Nc1cccc(NC(=O)CN2CCN(c3ccccc3OC)CC2)c1
3 | 10 | -4 | CC(=O)c1ccc(-c2[nH]c3ccccc3c2CCN2C(=O)c3ccccc3C2=O)cc1
-4 | 6 | 7 | COCCCNC(=O)Cc1ccc(-n2c(C)nc3cccnc32)cc1
8 | 2 | 3 | CC(=O)Nc1cc2c(cc1[N+](=O)[O-])-c1ccc(F)cc1C2
-1 | 3 | 4 | CCOc1ccc(S(=O)(=O)NCC2(N3CCCCC3)CCCCC2)cc1
2 | 14 | 12 | Oc1ccc(C(=Nc2ccccc2)c2ccccc2)c(O)c1
2 | 6 | 2 | CCC(=O)c1ccc(OCC(=O)NCCCN2CCOCC2)cc1
-7 | 11 | 4 | CCCCN(CC)C(=O)Cn1ncc2c3ccccc3n(CCC)c2c1=O
-5 | 8 | 1 | Cn1c(=O)c2c(nc(CN3CCC(Cc4ccccc4)CC3)n2CCN2CCOCC2)n(C)c1=O
5 | 18 | 6 | COc1cc(OC)cc(C(=O)NNC(=O)c2cc3ccccc3cc2O)c1
4 | 6 | 5 | CC(C)NS(=O)(=O)c1ccc(NC(=O)C(C)OC(=O)CCCOc2ccccc2)cc1 (configuration not stated)
1 | 10 | 8 | COc1cccc(NC(=O)CN(C)C(=O)C2=COCCO2)c1
4 | 4 | 7 | CCOC(=O)c1ccccc1NC(=O)CSc1nc2c(sc(=S)n2CC)c(=O)[nH]1
6 | 5 | -6 | CCN(CC)S(=O)(=O)c1cccc(NC(=O)CN2C(=O)NC3(CCOc4ccccc43)C2=O)c1 (configuration not stated)
4 | 8 | 5 | C=CCn1c(SC)nccc1=O
-8 | -5 | -3 | Cc1ccc(NC(=O)COc2ccc(Cl)cc2Cl)cc1S(=O)(=O)N1CCOCC1

High-throughput results (PubChem)
